Source: PubChem (PCMD)
FXIa inh: human FXIa protease inhibitors, primary screen, biochemical, single compound per well. inhibition, % at 10 µM. purified human FXIa, fluorogenic AMC substrate cleavage. 0.3% of 33,000 active. Coagulation factor XI (Homo sapiens), P03951;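 active = inhibition above 40% in the primary screen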;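 also: 0% = enzyme without compound and 100% = blank wells lacking enzyme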
Target sequence (P03951 19-387 limits assumed): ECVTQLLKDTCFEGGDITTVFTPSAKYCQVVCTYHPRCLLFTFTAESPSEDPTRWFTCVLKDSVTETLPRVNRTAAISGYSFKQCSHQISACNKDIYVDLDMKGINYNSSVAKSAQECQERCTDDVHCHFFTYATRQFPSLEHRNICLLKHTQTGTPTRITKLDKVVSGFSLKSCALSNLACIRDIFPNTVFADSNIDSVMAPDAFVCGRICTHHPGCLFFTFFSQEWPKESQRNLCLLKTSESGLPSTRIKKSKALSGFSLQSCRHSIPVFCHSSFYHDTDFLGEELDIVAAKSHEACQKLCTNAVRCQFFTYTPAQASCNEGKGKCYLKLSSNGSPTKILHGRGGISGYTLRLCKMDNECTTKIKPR
Target sequence (P03951 388-625 limits assumed): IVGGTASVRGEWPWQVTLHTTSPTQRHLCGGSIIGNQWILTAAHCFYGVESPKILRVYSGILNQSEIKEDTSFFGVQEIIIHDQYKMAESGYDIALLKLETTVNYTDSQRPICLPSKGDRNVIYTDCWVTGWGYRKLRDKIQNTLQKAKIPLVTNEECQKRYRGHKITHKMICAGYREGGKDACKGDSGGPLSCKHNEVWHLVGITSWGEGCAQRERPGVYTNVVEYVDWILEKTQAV
FXIIa single: human FXIIa protease inhibitors, primary screen, biochemical, single well; purified human FXIIa, AMC substrate fluorescence, 2 h; inhibition, % at 10 µM; 0.2% of 33,000 active; AID 701, 2007; in the data active = inhibition above about 30%;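 also: 0% = enzyme with vehicle only and 100% = no enzyme blank; many of its hits are not listed in these tables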
* marks the source's active call; other numbers are inactive results.

SMILES	FXIa inh	FXIIa single
Nc1nnc(SCC(=O)Nc2cc(C(F)(F)F)ccc2N2CCOCC2)s1	4	6
CN(C)c1ccc(/C=N/N2C(=S)SC(C)(C)C2N(O)C(=O)Nc2ccc([N+](=O)[O-])cc2)cc1 (stereo not given)	-6	9
Cc1cc(C)c(NC(=O)C2CCN(c3cnccn3)CC2)c(C)c1	0	5
Cc1ccc(-n2c(N)c(C(=O)N3CCOCC3)sc2=S)cc1	3	6
NS(=O)(=O)c1ccc(S(=O)(=O)N2CCCC2)cc1	3	9
CC(=O)N1CCC(C(=O)c2ccc(Cl)cc2)CC1	17	6
COc1ccc(OC)c(-n2c(CNC3CCN(Cc4ccccc4)CC3)nc3ccccc3c2=O)c1	28	-12
COc1nnc(-c2ccc(N3CCCCC3)c(NC(=O)C3CCCCC3)c2)c2ccccc12	8	2
COC(=O)Cc1ccc(NC(=O)c2cccs2)cc1	3	-11
CCCCCCC(=O)Nc1cc2c(C)cc(=O)oc2cc1C	-2	15
COc1ccc(C(=O)C(CN2CCOCC2)c2ccccc2)cc1 (stereo not given)	21	-7
Oc1ccccc1-c1n[nH]c(=S)n1Cc1ccco1	1	10
Cc1cccc(Nc2nc(N)nc(CSc3nccn3C)n2)c1	4	5
COc1ccc(CC(NC(C)=O)C(=O)NC2CCN(S(=O)(=O)c3cccc4ccccc34)CC2)cc1OC (stereo not given)	-3	-2
CN1CCN(C2=Nc3cc(Cl)ccc3Nc3ccccc32)CC1	-3	7
O=C(Nc1nccs1)c1csc2c1CCCC2	-7	1
CC(=O)N1CCc2cc(S(=O)(=O)NCCC3=CCCCC3)ccc21	4	-2
CCC(=O)Nc1sc2c(c1C(=O)N(C)C)CCCCC2	-6	7
c1ccc(-c2nnc(CN3CCC4(CC3)OCCO4)o2)cc1	-2	8
O=c1[nH]nc(CSCc2ccccc2Cl)[nH]1	4	9
O=C(NCCc1c[nH]c2ccccc12)Nc1ccccc1	3	9
COc1ccc(C2C3=C(CC(C)(C)CC3=O)Oc3ncn(Cc4ccccc4)c(=N)c32)cc1 (stereo not given)	32	-15
O=C(CCS(=O)(=O)c1ccccc1)Nc1nc2c(s1)COc1ccccc1-2	-1	7
CCCC(=O)NC(Nc1ccc(S(=O)(=O)Nc2cc(C)on2)cc1)(C(=O)OCC)C(F)(F)F (stereo not given)	5	-17
CC1CCc2c(C(=O)N3CCN(S(=O)(=O)c4cccs4)CC3)csc2C1 (stereo not given)	-1	5
S=c1[nH]nc(-c2cc(-c3ccco3)[nH]n2)n1-c1ccccc1Cl	-14	3
CCOc1ccc(N(CC(=O)Nc2ccccc2C(=O)NCc2ccco2)S(C)(=O)=O)cc1	-6	-1
CCC(=O)Nc1cc(-c2nn(C)c(=O)c3ccccc23)ccc1N1CCOCC1	-4	3
O=C(NCC(c1cccnc1)N1CCN(c2ccc(F)cc2)CC1)C1CCCCC1 (stereo not given)	-2	4
Cc1ccc(-n2c(Cc3cccs3)nnc2SCC(N)=O)cc1	-4	8

Part of the list above, with two lines to a compound.
Under each structure: FXIa inh, FXIIa single
> O=C(CCS(=O)(=O)c1ccccc1)Nc1nc2c(s1)COc1ccccc1-2
→ -1, 7
> CCCC(=O)NC(Nc1ccc(S(=O)(=O)Nc2cc(C)on2)cc1)(C(=O)OCC)C(F)(F)F (stereo not given)
→ 5, -17
> CC1CCc2c(C(=O)N3CCN(S(=O)(=O)c4cccs4)CC3)csc2C1 (stereo not given)
→ -1, 5

Later entries:
SMILES	FXIa inh	FXIIa single
CC(Sc1nc(-c2ccccc2)cc(=O)[nH]1)C(=O)O (stereo not given)	-9	7
CCCN(CCC)S(=O)(=O)c1ccc(NC(=O)C2CCCO2)cc1 (stereo not given)	-7	5
CCC(NC(=O)C1CCC1)c1ccccc1 (stereo not given)	0	-16
Cc1ccc(NS(=O)(=O)c2ccc(CCC(=O)NC3CC3)cc2)cc1	10	3
CCCCn1c(=O)n(CC(=O)NCc2ccc(C)cc2)c(=O)c2c1nc(CO)n2CCC	3	7
Cc1occc1C(=O)Nc1ccc(Br)cc1F	20	-9
O=C(c1ccccc1Oc1ccccc1)N1CCN(c2ccccc2F)CC1	0	10
CCCc1nn(-c2cc(Cl)ccc2OC)c2c1C(=O)CC(C)(C)C2	3	4
CCOc1ccc(/C(O)=C2/C(=O)C(=O)N(CC3CCCO3)C2c2ccc(C)o2)cc1 (stereo not given)	-1	10
Cc1occc1C(=O)Nc1ccccc1C(=O)O	-2	0
CCN(CC)c1ccc(C=Nc2ccccc2)c(O)c1	4	9
c1ccc(SCCOCCn2cncn2)cc1	-3	0
N/C(Cc1ccc(Cl)cc1)=N\OC(=O)c1cccc2ccccc12	14	4
COC(=O)c1ccc(Cl)c(NS(=O)(=O)c2ccc3c(c2)OCCO3)c1	-5	-15
Cc1ccc(-n2c(=O)[nH]cc(C(=O)N3CCc4ccccc43)c2=O)cc1C	-6	4
C/C(N)=C(/C#N)C(=O)COC(=O)CC12CC3CC(CC(C3)C1)C2	-1	12
CN(C)S(=O)(=O)c1ccc(C(=O)Nc2ccc(CCC(=O)N3CCCC3)cc2)cc1	0	5
CC(CN1CCCCC1)OC(=O)C(C)(c1ccccc1)c1ccccc1 (stereo not given)	-6	4
CC1(C)NC(=O)N(CCCCSc2ccc(Cl)cc2)C1=O	0	9
COc1cccc(-n2c(SCC(=O)NCc3ccco3)nnc2-c2c[nH]c3ccccc23)c1	1	1
CCC(C)Nc1nc(OC)nc(N(C)C#N)n1 (stereo not given)	-4	2
CCOc1ccccc1CN1CCC(O)CC1	12	1
Cc1nc(SCC(=O)NC2CCCC2)[nH]c(=O)c1Cc1ccccc1	-3	10
COC(=O)c1c(C)n(-c2ccc(C)cc2)c2ccc(O)cc12	23	-14
COc1ccc(/C=N/Nc2ccccc2)cc1Cn1nc(C)c([N+](=O)[O-])c1C	0	3
Cc1ccc(N(CC(=O)Nc2ccc(F)c(Cl)c2)S(=O)(=O)c2c(C)noc2C)cc1	-3	7
O=c1c2c(nc3c(-c4ccccc4)c[nH]n13)CCC2	-11	6
COc1ccc(C(NC(=O)CC(C)C)NC(=O)CC(C)C)cc1OC	0	4
Cc1ccnc(NS(=O)(=O)c2ccc(NC(=O)C34CC5CC(C)(CC(C)(C5)C3)C4)cc2)n1	-4	12
O=C(CCN1CCCCC1)NCC1OCCc2ccccc21 (stereo not given)	8	6
Cc1ccc(C(=O)OCc2ccc3c(c2)OCO3)cc1S(=O)(=O)N1CCCCC1	-6	19
CC1(C)NC(=O)N(CCCCOc2ccc3ccccc3c2Cl)C1=O	2	8
CCCCOC(=O)C(C#N)c1nc2ccccc2nc1N1CCOCC1 (stereo not given)	-4	5
CCCCn1c(=O)n(CC(=O)Nc2c(CC)cccc2CC)c(=O)c2c1nc(CO)n2CCC	0	6
O=C(CN1CCN(Cc2ccccc2F)C1=O)NCc1ccco1	-2	6
O=C(O)CSc1nnc(Cn2cnc3ccccc32)n1CCc1ccccc1	-3	11
O=C(c1ccco1)N1CCN(CC(O)Cn2c3ccccc3c3ccccc32)CC1 (stereo not given)	3	9
COc1ccc(N(C)C(=O)c2cnc(N3CCN(c4ncccn4)CC3)c3ccccc23)cc1	2	-2
COc1ccccc1-c1nnc(SCC(=O)c2ccc(C3CCCCC3)cc2)n1Cc1ccco1	-12	6
Cc1ccc2oc(-c3ccc(NC(=O)c4cccnc4)cc3)nc2c1	0	6
O=C(O)C1CCCCC1C(=O)Nc1cccc2ccccc12 (stereo not given)	-6	4
O=C(Nc1ncc(Cc2cccc(Cl)c2)s1)C1CCCO1 (stereo not given)	-3	3
O=c1c(O)c(-c2cccs2)oc2ccc(Cl)cc12	0	7
C=CCNc1ncnc2c1[nH]c1ccc(Cl)cc12	-9	5
O=C1c2ccccc2C(O)(c2ncc[nH]2)N1CCc1ccccc1 (stereo not given)	-4	-3

5 consecutive records already listed, quoted:
SMILES	FXIa inh	FXIIa single
Cc1ccnc(NS(=O)(=O)c2ccc(NC(=O)C34CC5CC(C)(CC(C)(C5)C3)C4)cc2)n1	-4	12
O=C(CCN1CCCCC1)NCC1OCCc2ccccc21 (stereo not given)	8	6
Cc1ccc(C(=O)OCc2ccc3c(c2)OCO3)cc1S(=O)(=O)N1CCCCC1	-6	19
CC1(C)NC(=O)N(CCCCOc2ccc3ccccc3c2Cl)C1=O	2	8
CCCCOC(=O)C(C#N)c1nc2ccccc2nc1N1CCOCC1 (stereo not given)	-4	5

The results go on.
SMILES	FXIa inh	FXIIa single
CC(C(=O)Nc1ccc2nccnc2c1)N1C(=O)C2C3C=CC(C3)C2C1=O (stereo not given)	8	6
COc1cccc(NC(=O)CSCC(=O)O)c1	-10	6
CCOc1ccc(CN2CCN(C(=O)c3cccc(F)c3)CC2)cc1	7	12
O=C(Cn1nc(-c2ccc(Cl)cc2)c2ccccc2c1=O)Nc1cccnc1	26	-17
COC(=O)c1ccccc1S(=O)(=O)C(C)(C)C	-4	2
Cc1ccc(Cc2cnc(NC(=O)C3CCCO3)s2)cc1 (stereo not given)	-15	-14
O=C(COc1ccc(Cl)cc1)NCCSc1ccccc1	6	7
CCCn1c(-c2cccs2)nc2nc3ccccc3nc21	-10	-30
O=C(CN(c1ccccc1F)S(=O)(=O)c1ccccc1)NC1CCCCCC1	2	10
CCOC(=O)Cn1nnnc1C(C(C)C)N(Cc1cccs1)Cc1cc2cc(C)ccc2[nH]c1=O (stereo not given)	2	21
CCOC(=O)Nc1ccc2c(c1)N(C(=O)C(C)N1CCCC1)c1ccccc1CC2 (stereo not given)	-9	8
CC(Oc1ccccc1)C(=O)Nc1nc2c(s1)C(=O)CC(C)(C)C2 (stereo not given)	-8	5
O=C(CCc1ccc(S(=O)(=O)NCc2ccccc2)cc1)N1CCN(Cc2ccc3c(c2)OCO3)CC1	-10	-11
Cn1nnc(NC(=O)c2ccccc2)n1	6	9
Cc1[nH]c2ccc(F)cc2c(=O)c1SC(F)(F)C(F)C(F)(F)F (stereo not given)	1	1
CC(C)OC(=O)C1C2C=CC3(CN(CC4CCCO4)C(=O)C13)O2 (stereo not given)	3	4
OCC(C#CCN1CCCCC1)NCc1ccccc1 (stereo not given)	-4	5
COc1ccccc1N1CCN(C(=O)Cn2nc(C(F)(F)F)c3c2CCC3)CC1	2	0
COc1ccc(-c2nc3c4ccccc4[nH]c(=O)n3n2)cc1	12	25
COc1ccc(NC(=O)N2CCC(n3nnc4cc(C)ccc43)CC2)cc1	-1	2
Cc1ccc(C(=O)Nc2cc(C)c(OCC(=O)N3CCOCC3)c(C)c2)cc1	22	-11
CC(C)c1ccc(Nc2cnn(C34CC5CC(CC(CC(=O)O)(C5)C3)C4)c(=O)c2Cl)cc1	-10	8
Cc1cc(C(=O)Nc2nnc(C3CCCCC3)s2)no1	-3	-11
CN(C(=O)c1ccc(C(=O)N(C)C2CCCCC2)cc1)C1CCCCC1	-4	-2
CCc1nc(SCC(=O)N2CCN(C(=O)c3ccco3)CC2)c2c3c(sc2n1)CCCC3	-5	1
Cc1ccc(C(=O)c2ccc([N+](=O)[O-])cc2)cc1	-1	1
CCn1nnnc1SCC(=O)c1ccc(NC(C)=O)cc1	1	4
O=C(Nc1nnc(-c2ccccc2)s1)c1cc(S(=O)(=O)N2CCOCC2)c(Cl)cc1Cl	-7	9
Cc1ccc2[nH]c(=O)c(C(c3nnnn3C3CCCC3)N3CCCc4ccccc43)cc2c1 (stereo not given)	4	5
CCNS(=O)(=O)c1ccc(C(=O)Nc2ccccc2)cc1	-9	1

Compound profiles, as listed above.
Cc1ccc2[nH]c(=O)c(C(c3nnnn3C3CCCC3)N3CCCc4ccccc43)cc2c1 (stereo not given) is entered as FXIa inh = 4; FXIIa single = 5
CCn1nnnc1SCC(=O)c1ccc(NC(C)=O)cc1 is entered as FXIa inh = 1; FXIIa single = 4

Following part:
SMILES	FXIa inh	FXIIa single
O=C(O)CNC(=O)c1ccccc1NC(=O)c1ccco1	-2	9
CCOc1ccc(NC(=O)c2ccc3snnc3c2)cc1	-4	8
Cc1cc(Cl)ccc1Oc1ncc(CN2CCN(c3ccccc3)CC2)s1	-1	7
CN(C(=O)c1ccco1)c1nc(CC(=O)Nc2ccccc2)cs1	1	-12
Cc1cc(NC(=O)CSc2nnc(Cc3ccccc3)o2)no1	6	4
COC(=O)C1=C(C)NC(C)=C(C(=O)OC)C1C(=O)OCC(=O)N1c2ccccc2CC1C (stereo not given)	-9	-3
CC(=O)c1c(C)nc(-c2ccc(Cl)cc2)nc1NC(=O)C(C)C	-1	6
O=C(Nc1nccs1)c1ccc(Cl)c(S(=O)(=O)N2CCCCC2)c1	0	-1
Cc1ccc(N2CC(C(=O)NC3=NCCS3)CC2=O)cc1 (stereo not given)	-1	3
CCOC(=O)c1ccc(CNC(=O)CSc2nc(NC(=O)c3ccccc3)c3c(C)c(C)oc3n2)cc1	2	16
Cc1noc(C)c1C(=O)Nc1sc(C)c(-c2ccccc2)c1C#N	34	-14
CCN(CCO)Cc1cn[nH]c1-c1ccc(C)c(C)c1	-6	5
CCOC(=O)Cn1nc(C)c2c1CCCC2=O	-6	8
Cc1c(C(=O)N2CCCC2)sc(NC(=O)c2cccc(Cl)c2)c1C#N	-4	10
Cc1nc(Nc2nc(-c3ccccc3)cc(=O)[nH]2)nc2ccccc12	7	6
O=C(CSc1nnc(Cc2ccc3c(c2)OCO3)n1C1CCCCC1)NC1CCCC1	3	-14
CC(C)(C)c1ccc(S(=O)(=O)O/N=C2/CCCCC2c2ccc([N+](=O)[O-])cc2[N+](=O)[O-])cc1 (stereo not given)	-3	-2
O=C(C[n+]1ccc(C(=O)N/N=C/c2ccc(OCc3ccccc3)cc2)cc1)c1ccccc1	20	-11
COCCNC(=O)C(C)N1c2cccc3cccc(c23)S1(=O)=O (stereo not given)	0	3
O=C(c1ccco1)N1CCN(CCOCCOc2cccc3ccccc23)CC1	1	2
Cc1cc(C)c(S(=O)(=O)c2ccccc2)c(OC(=O)c2ccc(Cl)cc2Cl)n1	0	12

Only part of the results is shown; count on the stated rates, not on these rows.
